Bcl-B Bim block: human Bim-Bcl-B interaction inhibition; Q9HD36; bead-based flow cytometry, Bim peptide-Bcl-B binding; inhibition, % at 10 µM; 190,000 compounds, 0.073% hits; AID 951;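 further: 0% = tracer peptide without compound and 100% = reference inhibitor peptide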
Target sequence (Q9HD36 whole entry, looked up): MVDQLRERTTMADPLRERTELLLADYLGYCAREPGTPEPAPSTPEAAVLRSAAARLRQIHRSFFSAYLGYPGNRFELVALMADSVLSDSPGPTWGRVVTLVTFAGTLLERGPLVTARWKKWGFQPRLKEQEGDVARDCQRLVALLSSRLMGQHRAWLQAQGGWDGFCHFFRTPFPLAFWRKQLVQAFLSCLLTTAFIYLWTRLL
Bim-Bcl-2: human Bim-Bcl-2 interaction inhibition; Bead-based flow cytometry, Bim peptide-Bcl-2 binding; inhibition, % at 10 µM; P10415; 190,000 compounds, 0.06% hits; in the data active means inhibition above about 40%; inconclusive means no clear call, values can overlap the other calls;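 further: 0% = no compound wells with probe peptide and 100% = reference peptide inhibitor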
Target sequence (P10415 whole entry, looked up): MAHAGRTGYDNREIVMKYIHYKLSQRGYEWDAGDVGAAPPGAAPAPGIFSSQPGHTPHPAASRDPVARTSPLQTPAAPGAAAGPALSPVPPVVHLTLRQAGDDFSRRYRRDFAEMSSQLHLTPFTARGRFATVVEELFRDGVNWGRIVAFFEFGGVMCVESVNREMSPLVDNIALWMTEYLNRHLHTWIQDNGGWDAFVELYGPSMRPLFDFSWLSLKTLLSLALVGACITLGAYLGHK
Bim-Bcl-W: inhibitors of Bim-Bcl-W interaction, human; bead-based flow cytometry, Bim peptide-Bcl-W binding; Q92843; inhibition, % at 10 µM; 190,000 compounds, 0.02% hits;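 further: 0% = bound tracer without compound and 100% = peptide blocker; higher means less fluorescent Bim peptide bound to Bcl-W beads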
Target sequence (Q92843 whole entry, looked up): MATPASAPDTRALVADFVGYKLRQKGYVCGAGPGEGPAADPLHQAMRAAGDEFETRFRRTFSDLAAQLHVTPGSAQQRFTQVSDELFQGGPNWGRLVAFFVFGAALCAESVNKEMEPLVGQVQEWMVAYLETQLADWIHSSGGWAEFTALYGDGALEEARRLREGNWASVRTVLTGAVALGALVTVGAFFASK
Bim-Bcl-XL: disrupts Bim peptide binding to human Bcl-XL | inhibition, % at 10 µM | 190,000 compounds, 0.04% hits | bead flow cytometry, fluorescence | Q07817
RGS4-Gao reg: modulates binding of RGS4 to human Galphao | P09471 | Multiplexed bead flow cytometry; actives lie on both sides | binding response (% of control), % at 10 µM | 220,000 compounds, 0.33% hits | AID 1415; in the data active means binding response below about 49% or above about 150%; inactive means in between;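 further: fluorescent Galphao activated with aluminum fluoride binding bead-coupled RGS4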
Target sequence (P09471 whole entry, looked up): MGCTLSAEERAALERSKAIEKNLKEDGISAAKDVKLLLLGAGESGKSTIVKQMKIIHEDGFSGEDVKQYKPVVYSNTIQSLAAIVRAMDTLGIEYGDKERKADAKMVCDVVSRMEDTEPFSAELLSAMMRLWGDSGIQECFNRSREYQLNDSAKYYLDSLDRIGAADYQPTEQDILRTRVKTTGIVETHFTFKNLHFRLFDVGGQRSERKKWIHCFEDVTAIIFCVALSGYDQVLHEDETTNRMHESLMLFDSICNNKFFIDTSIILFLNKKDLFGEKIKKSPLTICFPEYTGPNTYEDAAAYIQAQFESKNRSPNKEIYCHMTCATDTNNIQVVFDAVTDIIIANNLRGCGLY
ABCB1 block: human ABCB1 inhibition, ABCG2 as counter-screen. inhibition, % at 6.6 µM. 190,000 compounds, 0.067% hits. AID 1326. CCRF-Adr cells, JC-1 efflux, flow cytometry; in the data active means inhibition above about 40%;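 further: 0% = vehicle and 100% = reference inhibitor; higher value means more JC-1 retained so stronger ABCB1 efflux block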
Bim-Bfl-1: human Bim-Bfl-1 interaction inhibition; 190,000 compounds, 0.12% hits; Bead-based flow cytometry, Bim-Bfl-1 binding inhibition; inhibition, % at 10 µM; Q16548;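 further: 0% = wells without compound plus tracer and 100% = blocker peptide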
RGS7-Gao reg: regulators of human RGS7-Galphao interaction | Multiplexed bead flow cytometry, RGS7-Galphao binding; actives lie on both sides | binding response (% of control), % at 10 µM | P09471 | 220,000 compounds, 0.35% hits; in the data active means binding response below about 49% or above about 150%; inconclusive means no clear call, values can overlap the other calls; inactive means in between;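 further: fluorescent Galphao held in activated GDP-AlF4 state binding bead-coupled RGS7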
ABCG2 inh: blocks JC-1 efflux by human ABCG2 transporter. Q9UNQ0. IgMXP3 cells, flow cytometry. inhibition, % at 6.6 µM. 190,000 compounds, 0.1% hits. AID 1325;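 active means inhibition above 80%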;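 further: 0% = DMSO and 100% = nicardipine control wells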
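Times: 10 min at 25 °C | Test system: Two drug-resistant human cell lines, ABCG2 and ABCB1 | Quantity: 3 million cells/mL final, two lines in 1:1 ratio | Signal: Flow cytometry, 530 nm JC-1 signal | Dosing: Compound at 6.6 µM | Controls: Nicardipine and DMSO wells | Reagent: JC-1 as fluorescent efflux pump substrate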
GSH fluor: compound fluoresces at 488/530 nm on GSH beads; GSH beads flow cytometry, compound fluorescence 488/530 nm; active compounds read high; fluorescence (KMESF) at 10 µM; 190,000 compounds, 0.25% hits; in the data active means fluorescence above about 89;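 further: glutathione beads carrying GST-tagged Bcl family fusion proteins plus one bare bead set; values are compound well signal with DMSO vehicle wells as background; inactives centre near 16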
Avidin bead fluor: compound fluoresces at 488/530 nm on avidin beads. fluorescence (KMESF) at 10 µM. 220,000 compounds, 0.38% hits. compound fluorescence 488/530 nm, flow cytometry; active compounds read high; in the data active means fluorescence above about 47; further: inactives centre near 10
* marks the source's active call; other numbers are inactive results. Unless noted, no stated cut-off is given here; in the data, active means inhibition above about 40%.

NS(=O)(=O)c1ccc(NS(=O)(=O)c2ccc(NC(=S)Nc3ccccc3)cc2)cc1 was read as Bcl-B Bim block -12, Bim-Bcl-2 -5, Bim-Bcl-W -6, Bim-Bcl-XL -13, RGS4-Gao reg 101, ABCB1 block -0.2, Bim-Bfl-1 -15, RGS7-Gao reg 100, ABCG2 inh -1, GSH fluor 18 and Avidin bead fluor 9.
For Brc1ccccc1-c1nnc(CSc2nncn2-c2ccccc2)o1 the results were Bcl-B Bim block -4, Bim-Bcl-2 -2, Bim-Bcl-W 2, Bim-Bcl-XL 4, RGS4-Gao reg 101, ABCB1 block 0.4, Bim-Bfl-1 -7, RGS7-Gao reg 99, ABCG2 inh 1, GSH fluor 19 and Avidin bead fluor 14.
Cc1cc(-c2ccccc2)nc(N(C)NC(=O)C2CC2)c1S(C)(=O)=O was read as Bcl-B Bim block -4, Bim-Bcl-2 -1, Bim-Bcl-W -3, Bim-Bcl-XL -6, RGS4-Gao reg 108, ABCB1 block 0.2, Bim-Bfl-1 -2, RGS7-Gao reg 107, ABCG2 inh 3, GSH fluor 16 and Avidin bead fluor 13.
Screening COc1ccc(CNc2nc(SC)n[nH]2)cc1OC returned Bcl-B Bim block -5, Bim-Bcl-2 -1, Bim-Bcl-W -4, Bim-Bcl-XL -4, RGS4-Gao reg 98, ABCB1 block 0.2, Bim-Bfl-1 -5, RGS7-Gao reg 99, ABCG2 inh 1, GSH fluor 19 and Avidin bead fluor 9.
`CCOC(=O)N1CCN(S(=O)(=O)c2ccc(OC)c(Cl)c2)CC1` gave Bcl-B Bim block -8, Bim-Bcl-2 -11, Bim-Bcl-W 2, Bim-Bcl-XL -12, RGS4-Gao reg 106, ABCB1 block 1.1, Bim-Bfl-1 -12, RGS7-Gao reg 104, ABCG2 inh 3, GSH fluor 24 and Avidin bead fluor 12.
`COc1ccc(Nc2n[nH]c(C)c2[N+](=O)[O-])cc1` gave Bcl-B Bim block -3, Bim-Bcl-2 -1, Bim-Bcl-W 0, Bim-Bcl-XL 1, RGS4-Gao reg 100, ABCB1 block 1.7, Bim-Bfl-1 -2, RGS7-Gao reg inconclusive, ABCG2 inh 15, GSH fluor 25 and Avidin bead fluor 9.
Screening CCOC(=O)N1CCN(c2nc(C)c3c(n2)CCCC3=O)CC1 returned Bcl-B Bim block 0, Bim-Bcl-2 -1, Bim-Bcl-W -1, Bim-Bcl-XL -1, RGS4-Gao reg 91, ABCB1 block 0.6, Bim-Bfl-1 0, RGS7-Gao reg 92, ABCG2 inh 10, GSH fluor 16 and Avidin bead fluor 7.
CC1(C)CC(=O)C2=C(C1)N(Cc1ccccc1)C(=O)C2(O)C(F)(F)F (stereo unspecified) was read as Bcl-B Bim block -2, Bim-Bcl-2 -1, Bim-Bcl-W -1, Bim-Bcl-XL 0, RGS4-Gao reg 103, ABCB1 block -0.2, Bim-Bfl-1 -1, RGS7-Gao reg 99, ABCG2 inh -1, GSH fluor 21 and Avidin bead fluor 15.
`NC(=O)COC(=O)c1cc(-c2cccs2)nn1-c1ccccc1` gave Bcl-B Bim block 2, Bim-Bcl-2 2, Bim-Bcl-W 4, Bim-Bcl-XL 1, RGS4-Gao reg 104, ABCB1 block 0.7, Bim-Bfl-1 1, RGS7-Gao reg 104, ABCG2 inh 2, GSH fluor 23 and Avidin bead fluor 33.
For O=C(NCCCN1CCOCC1)c1cccnc1 the results were Bcl-B Bim block -1, Bim-Bcl-2 1, Bim-Bcl-W 0, Bim-Bcl-XL -1, RGS4-Gao reg 106, ABCB1 block 0.0, Bim-Bfl-1 0, RGS7-Gao reg 106, ABCG2 inh 1, GSH fluor 5 and Avidin bead fluor 1.
For COc1ccc(S(=O)(=O)N(Cc2ccc(OC)c(OC)c2)Cc2ccco2)cc1 the results were Bcl-B Bim block -6, Bim-Bcl-2 -10, Bim-Bcl-W 0, Bim-Bcl-XL -14, RGS4-Gao reg 100, ABCB1 block 2.1, Bim-Bfl-1 -15, RGS7-Gao reg 104, ABCG2 inh 9, GSH fluor 36 and Avidin bead fluor 9.
For O=C(O)CSc1nnc(-c2cccc(S(=O)(=O)N3CCCCC3)c2)o1 the results were Bcl-B Bim block -6, Bim-Bcl-2 -8, Bim-Bcl-W -4, Bim-Bcl-XL -1, RGS4-Gao reg 98, ABCB1 block 0.3, Bim-Bfl-1 -5, RGS7-Gao reg inconclusive, ABCG2 inh 2, GSH fluor 16 and Avidin bead fluor 9.
`CCOC(=O)c1ccc(NC(=O)CC2C(=O)N(c3ccc(F)cc3)C(=O)N2CCCOC)cc1` (stereo unspecified) gave Bcl-B Bim block 0, Bim-Bcl-2 1, Bim-Bcl-W -1, Bim-Bcl-XL 0, RGS4-Gao reg 104, ABCB1 block 0.7, Bim-Bfl-1 -1, RGS7-Gao reg 100, ABCG2 inh 3, GSH fluor 24 and Avidin bead fluor 6.
`COc1ccccc1CCNC(=O)c1csc2c1CCCC2` gave Bcl-B Bim block -4, Bim-Bcl-2 3, Bim-Bcl-W -4, Bim-Bcl-XL -4, RGS4-Gao reg 101, ABCB1 block 1.1, Bim-Bfl-1 -4, RGS7-Gao reg inconclusive, ABCG2 inh 25, GSH fluor 20 and Avidin bead fluor 9.
`CCN(Cc1ccncc1)Cc1nc(CC2CC2)no1` gave Bcl-B Bim block -2, Bim-Bcl-2 -3, Bim-Bcl-W -1, Bim-Bcl-XL -1, RGS4-Gao reg 99, ABCB1 block 0.2, Bim-Bfl-1 -8, RGS7-Gao reg 99, ABCG2 inh 1, GSH fluor 11 and Avidin bead fluor 12.
c1ccc(CSC2=NCCS2)cc1 was read as Bcl-B Bim block -1, Bim-Bcl-2 0, Bim-Bcl-W 0, Bim-Bcl-XL 0, RGS4-Gao reg 105, ABCB1 block 0.8, Bim-Bfl-1 -3, RGS7-Gao reg 104, ABCG2 inh -1, GSH fluor 24 and Avidin bead fluor 10.
For Cc1ccccc1C(=O)NC(=S)Nc1ccc(S(=O)(=O)N2CCN(C)CC2)cc1 the results were Bcl-B Bim block -3, Bim-Bcl-2 -11, Bim-Bcl-W 1, Bim-Bcl-XL -12, RGS4-Gao reg 97, ABCB1 block 0.9, Bim-Bfl-1 -10, RGS7-Gao reg 94, ABCG2 inh 2, GSH fluor 33 and Avidin bead fluor 8.
For NC(=O)C1CCCN(C(=O)NC2CCCCC2)C1 (stereo unspecified) the results were Bcl-B Bim block -7, Bim-Bcl-2 -6, Bim-Bcl-W 2, Bim-Bcl-XL -2, RGS4-Gao reg 104, ABCB1 block -1.2, Bim-Bfl-1 -12, RGS7-Gao reg 108, ABCG2 inh -1, GSH fluor 31 and Avidin bead fluor 15.
For O=C(/C=C/Nc1ccc(S(=O)(=O)Nc2ncccn2)cc1)c1ccc(Cl)c(Cl)c1 the results were Bcl-B Bim block 1, Bim-Bcl-2 -3, Bim-Bcl-W 0, Bim-Bcl-XL -2, RGS4-Gao reg 98, ABCB1 block -0.2, Bim-Bfl-1 -14, RGS7-Gao reg 81, ABCG2 inh -1, GSH fluor 18 and Avidin bead fluor 6.
For COc1ccccc1NS(=O)(=O)c1ccc(OC)c([N+](=O)[O-])c1 the results were Bcl-B Bim block -4, Bim-Bcl-2 -4, Bim-Bcl-W -4, Bim-Bcl-XL -4, RGS4-Gao reg 102, ABCB1 block 0.3, Bim-Bfl-1 -5, RGS7-Gao reg inconclusive, ABCG2 inh 3, GSH fluor 16 and Avidin bead fluor 10.
`CCN(CC)CC#CCC(C)(c1ccccc1)c1ccccc1` gave Bcl-B Bim block -2, Bim-Bcl-2 0, Bim-Bcl-W 3, Bim-Bcl-XL 0, RGS4-Gao reg 103, ABCB1 block 0.3, Bim-Bfl-1 1, RGS7-Gao reg 99, ABCG2 inh 1, GSH fluor 9 and Avidin bead fluor 11.
For Cc1nnc(SCC(=O)NC23CC4CC(CC(C4)C2)C3)s1 the results were Bcl-B Bim block -1, Bim-Bcl-2 -1, Bim-Bcl-W 1, Bim-Bcl-XL -2, RGS4-Gao reg 100, ABCB1 block 0.6, Bim-Bfl-1 -6, RGS7-Gao reg inconclusive, ABCG2 inh 3, GSH fluor 17 and Avidin bead fluor 8.
`CCCCCOc1ccc(CSC(=N)N)cc1[N+](=O)[O-]` gave Bcl-B Bim block -1, Bim-Bcl-2 -1, Bim-Bcl-W -2, Bim-Bcl-XL -1, RGS4-Gao reg 42*, ABCB1 block 1.7, Bim-Bfl-1 0, RGS7-Gao reg 49*, ABCG2 inh 8, GSH fluor 9 and Avidin bead fluor 16.
`Cn1/c(=N/NC(=O)c2ccccc2Br)sc2ccccc21` gave Bcl-B Bim block -4, Bim-Bcl-2 0, Bim-Bcl-W -1, Bim-Bcl-XL 1, RGS4-Gao reg 105, ABCB1 block 0.5, Bim-Bfl-1 -4, RGS7-Gao reg inconclusive, ABCG2 inh 7, GSH fluor 14 and Avidin bead fluor 15.
Screening Cn1nnnc1SCC(=O)Nc1cccc(S(=O)(=O)N2CCCC2)c1 returned Bcl-B Bim block -3, Bim-Bcl-2 -2, Bim-Bcl-W -3, Bim-Bcl-XL -3, RGS4-Gao reg 100, ABCB1 block -0.1, Bim-Bfl-1 -4, RGS7-Gao reg inconclusive, ABCG2 inh 1, GSH fluor 13 and Avidin bead fluor 8.
For Cc1sc2nc(Cc3ccccc3)[nH]c(=O)c2c1-c1ccccc1 the results were Bcl-B Bim block -1, Bim-Bcl-2 0, Bim-Bcl-W -1, Bim-Bcl-XL -5, RGS4-Gao reg 101, ABCB1 block 1.0, Bim-Bfl-1 0, RGS7-Gao reg 100, ABCG2 inh 16, GSH fluor 21 and Avidin bead fluor 13.
For Cn1ncc(Cl)c1C(=O)Nc1sc2c(c1C(N)=O)CCC2 the results were Bcl-B Bim block -4, Bim-Bcl-2 1, Bim-Bcl-W -3, Bim-Bcl-XL -4, RGS4-Gao reg 90, ABCB1 block 0.2, Bim-Bfl-1 -1, RGS7-Gao reg 88, ABCG2 inh 7, GSH fluor 99* and Avidin bead fluor 6.
For CCOC(=O)c1cc(C#N)c(SC)nc1-c1ccccc1 the results were Bcl-B Bim block -5, Bim-Bcl-2 -3, Bim-Bcl-W -1, Bim-Bcl-XL -3, RGS4-Gao reg 105, ABCB1 block -0.1, Bim-Bfl-1 -3, RGS7-Gao reg 103, ABCG2 inh 0, GSH fluor 20 and Avidin bead fluor 36.
NC(=O)NNc1ncc(C(F)(F)F)cc1Cl was read as Bcl-B Bim block -7, Bim-Bcl-2 -2, Bim-Bcl-W -2, Bim-Bcl-XL -1, RGS4-Gao reg 102, ABCB1 block 0.2, Bim-Bfl-1 -5, RGS7-Gao reg 103, ABCG2 inh 0, GSH fluor 10 and Avidin bead fluor 23.
For O=C(CCn1ccnc1)Nc1nc2ccccc2[nH]1 the results were Bcl-B Bim block -3, Bim-Bcl-2 -1, Bim-Bcl-W 0, Bim-Bcl-XL -2, RGS4-Gao reg 102, ABCB1 block 0.2, Bim-Bfl-1 -3, RGS7-Gao reg inconclusive, ABCG2 inh 2, GSH fluor 14 and Avidin bead fluor 9.

From PubChem BioAssay

The order is random; overall some 1.3% were active at least once.
